Wnt bcat act: Wnt/beta-catenin pathway activation. 300,000 compounds, 1.2% hits. Wnt/beta-catenin reporter cell assay, activator, plate reader. activation, % at 9.35 µM. AID 743398; in the data active = activation above about 30%, passing the limit was not always enough; inconclusive = no clear call, values can overlap the other calls;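 note: 0% = neutral control wells and 100% = positive control wells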
SR-BI DiI inh: blocks mouse SR-BI lipid uptake from DiI-HDL; 320,000 compounds, 0.96% hits; Q61009; ldlA[mSR-BI] CHO cells, DiI-HDL uptake fluorescence, 3 h; AID 488896; inhibition, % at 12.5 µM;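 active = mean replicate inhibition of at least 70% and a set share of replicates each scoring 70 or more; inconclusive = meets just one of the two criteria; inactive = fails both criteria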;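 note: 0% = median of neutral control wells and 100% = median of positive control wells; values of inactives mirror those of a sister screen read the other way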
MITF act: increases MITF-driven TRPM1 promoter luciferase signal; AID 588334; 300,000 compounds, 0.75% hits; activation, % at 12.5 µM; SK-MEL-5 TRPM1-promoter luciferase, 24 h; % of positive control, neutral wells = 0;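 active = mean activation of at least 80% with every replicate also reaching 80%; inconclusive = mean reaches 80% but some replicate falls short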;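 note: 0% = neutral control wells and 100% = parthenolide positive control wells; values of inactives mirror those of a sister screen read the other way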
CDK5 p35 inh: inhibitors of human CDK5/p35 kinase | Q00535+Q15078 | Recombinant CDK5/p35, ADP-Glo luminescence, 60 min | inhibition, % at 10 µM | 330,000 compounds, 0.01% hits | AID 488839;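 active = highest replicate inhibition of at least 50% and at least 75% of replicates reaching 50%; inconclusive = only one of the two criteria met; inactive = both criteria failed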;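 note: plate controls were DMSO neutral control for no effect and GW8510 at 10 µM for full effect; many of its hits are not listed in these tables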
Target sequence (Q00535 whole entry, looked up): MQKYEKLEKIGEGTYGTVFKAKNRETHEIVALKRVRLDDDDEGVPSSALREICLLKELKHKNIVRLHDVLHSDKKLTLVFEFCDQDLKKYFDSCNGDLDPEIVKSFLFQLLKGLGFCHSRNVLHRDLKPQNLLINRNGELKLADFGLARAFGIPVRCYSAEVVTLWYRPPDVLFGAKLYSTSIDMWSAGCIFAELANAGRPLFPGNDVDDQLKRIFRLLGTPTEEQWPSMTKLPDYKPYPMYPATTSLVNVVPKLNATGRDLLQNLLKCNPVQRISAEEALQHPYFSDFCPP
Target sequence (Q15078 whole entry, looked up): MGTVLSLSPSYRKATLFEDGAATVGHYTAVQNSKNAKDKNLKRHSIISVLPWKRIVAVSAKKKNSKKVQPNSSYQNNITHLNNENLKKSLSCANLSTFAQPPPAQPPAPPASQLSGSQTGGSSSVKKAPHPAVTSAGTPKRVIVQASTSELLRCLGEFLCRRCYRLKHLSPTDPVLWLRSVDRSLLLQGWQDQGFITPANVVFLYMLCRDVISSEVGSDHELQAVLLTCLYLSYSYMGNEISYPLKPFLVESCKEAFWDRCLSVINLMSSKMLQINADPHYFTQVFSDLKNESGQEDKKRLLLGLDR
dFosB activator: enhances mouse delta FosB homodimer DNA binding | activation, % at 25 µM | purified delta FosB, TAMRA-CDK5 oligo fluorescence polarization; percent of positive-control signal above neutral wells | 340,000 compounds, 0.99% hits | P13346 | AID 493131;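 active = mean activation above about 17%, with every replicate also reaching it, limit read from the data, passing the limit was not always enough; inconclusive = only one of the two conditions met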;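 note: fluorescence polarization rise as delta FosB binds a TAMRA Cdk5 AP-1 oligo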
HTR5A ag ctr: counter-screen for OPRM1-OPRD1 agonists: human HTR5A agonism. AID 504692. P47898. 340,000 compounds, 0.61% hits. HTR5A agonist assay, luminescence, cell-based. activation, % at 9.3 µM; in the data active = activation mostly above about 9.5%, no sharp cut-off; inactive = mostly below about 7.6%;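 note: 0% = cells with vehicle only and 100% = reference agonist; strong numbers were not always called active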
Target sequence (P47898 whole entry, looked up): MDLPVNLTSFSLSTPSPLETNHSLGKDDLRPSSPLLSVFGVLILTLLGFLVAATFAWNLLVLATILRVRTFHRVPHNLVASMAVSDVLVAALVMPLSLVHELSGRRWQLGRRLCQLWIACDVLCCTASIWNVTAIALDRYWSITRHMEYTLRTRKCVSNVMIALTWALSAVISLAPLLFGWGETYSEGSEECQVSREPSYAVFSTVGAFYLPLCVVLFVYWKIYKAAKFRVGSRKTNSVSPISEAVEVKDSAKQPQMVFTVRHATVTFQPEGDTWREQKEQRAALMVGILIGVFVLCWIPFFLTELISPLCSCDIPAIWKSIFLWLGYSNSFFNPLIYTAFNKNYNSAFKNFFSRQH
NSD2 inh: blocks human histone methyltransferase NSD2; NSD2 peptide methylation, AlphaScreen, 120 min; inhibition, % at 12.5 µM; 310,000 compounds, 0.54% hits; in the data active = inhibition above about 50%
PvdQ inh: P. aeruginosa PvdQ acylase inhibition | purified PvdQ acylase, fluorescence plate reader | inhibition, % at 10 µM | 340,000 compounds, 0.063% hits | AID 488965; in the data active = inhibition above about 30%, passing the limit was not always enough; inconclusive = no clear call, values can overlap the other calls;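 note: 0% = vehicle neutral wells and 100% = reference inhibitor wells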
V-ATPase pH: alters yeast V-ATPase proton transport. S. cerevisiae, pHLuorin cytosolic pH fluorescence. response, % at 10 µM. 350,000 compounds, 0.37% hits; in the data active = response mostly above about 7.3%, no sharp cut-off; inactive = mostly below about 5.4%; note: actives read high; inactives centre near 0; some compounds called inactive have numbers as strong as hits; reference of the scale not given here
HTR5A inv ag: HTR5A inverse agonism, opioid heterodimer counter-screen | P47898 | HTR5A cell line, luminescence | inhibition, % at 9.3 µM | 340,000 compounds, 0.083% hits; in the data active = inhibition mostly above about 23%, no sharp cut-off; inactive = mostly below about 18%;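 note: 0% = cells with DMSO and 100% = no-cell wells with DMSO; some compounds called inactive have numbers as strong as hits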
* hit, by the source's call; ? = inconclusive; · = not tested or not shown; & = joins results of further samples.

SMILES | Wnt bcat act | SR-BI DiI inh | MITF act | CDK5 p35 inh | dFosB activator | HTR5A ag ctr | NSD2 inh | PvdQ inh | V-ATPase pH | HTR5A inv ag
Cc1sc2ncnc(Sc3nnnn3-c3ccc(Cl)cc3)c2c1C | -13 | 14 | -73 | 0.9 | -1 | 9 | 0 | 3 | 3 | -9
Cc1ccc(NC(=O)Cc2ncon2)cc1Cl | 7 | -11 | · | 1.2 | 3 | -1 | -2 | -11 | 2 | 19
Cc1ccc(S(=O)(=O)N(CC(=O)NCCSc2ccccn2)c2ccccc2F)cc1 | -1 | -4 | -13 | 0.1 | -5 | 4 | -4 | -12 | -1 | -33
COc1ccc(C(CCN)c2ccc3c(c2)OCO3)cc1 (centres undefined) | 4 | 5 | 7 | -0.1 | 3 | 1 | 15 | -9 | 1 | -3
COc1cc2cc(C(=O)Nc3ccc4c(c3)OCCO4)[nH]c2cc1OC | -7 | ? | -12 | -1.0 | -6 | -1 | 3 | -5 | 0 | 16
Cc1[nH][nH]c(=O)c1N=Nc1ccc(Br)c(Cl)c1 | -2 | -9 | · | -1.4 | -6 | 3 | 4 | -10 | 2 | 8
Fc1ccc(-c2cc(C(F)(F)F)n3ncnc3n2)cc1 | -1 | -2 | -9 | -2.9 | -5 | -5 | 15 | -10 | 2 | 13
Cc1ccc(C(=O)Cn2nc(C(=O)O)c3ccccc3c2=O)cc1C | 4 | · | 22 | 0.4 | -28 | 2 | -4 | -11 | 2 | 5
COc1cccc(C(=O)NCCSc2ccc(F)cc2)c1 | 8 | -25 | 49 | -0.9 | -5 | -1 | -2 | -13 | 1 | 2
O=C(NC(Cc1ccccc1)C(=O)O)c1ccc(S(=O)(=O)N2CCCCC2)cc1 (centres undefined) | · | -25 | 6 | 2.8 | -6 | -3 | -2 | -14 | -3 | -10
O=[N+]([O-])c1cc(/C=N/n2cnnc2)ccc1N1CCCC1 | -15 | 13 | -11 | -0.9 | 0 | 2 | 5 | -3 | 3 | -2
Cc1cc(C(=O)C(=O)N(C)C)c(C)n1-c1ccc(Cl)c(Cl)c1 | -1 | 11 | -7 | 0.1 | 0 | 2 | · | 3 | -6 | -4
O=C(NCc1cccs1)c1nc2c(nnn2Cc2ccccc2Cl)c(=O)[nH]1 | · | -10 | -76 | -1.7 | -7 | -8 | · | 2 | 1 | -6
C=CCn1c(SCC(=O)Nc2cccc3ccccc23)nc(O)c(CC)c1=O | 6 | -17 | 6 | 1.9 | -9 | 2 | 32 | -7 | -4 | -8
O=C(CSc1nnc(-c2cccc(F)c2)o1)NC1CCCC1 | -3 | -4 | 6 | 0.1 | 0 | 3 | 1 | -11 | 1 | -9
S=C(NCCCc1ccccc1)Nc1ccccc1 | 2 | 14 | -4 | 3.1 | -10 | 4 | 2 | -14 | -2 | 3
CCOC(=O)CCCCCC(=O)Nc1ccc2c(c1)CC(=O)N([C@@H](C)CO)C[C@H](C)[C@@H](CN(C)C(=O)Nc1ccc3c(c1)OCO3)O2 | -1 | -18 | 17 | 0.3 | -8 | 5 | · | -8 | 5 | -12
COCCN(CC(=O)Nc1ccccc1C)S(=O)(=O)c1ccc(S(=O)(=O)N2CCCC2)cc1 | -2 | 14 | -1 | 1.8 | -2 | -1 | -5 | -13 | 8 | -17
COc1ccc(NC(=O)Cn2nnc(-c3ccccc3F)n2)cc1 | · | 2 | 3 | -0.5 | -4 | 4 | -2 | 8 | -5 | -1
CCCCC(=O)Nc1cc(C(=O)NCCc2ccccc2)ccc1Cl | · | 28 | 126* | 5.6 | -2 | 0 | · | 7 | -1 | -1
CC1(C)CC(=O)C2=C(C1)OC(=O)C2(NC(=O)c1cccs1)C(F)(F)F (centres undefined) | · | -7 | -2 | -0.6 | 2 | 5 | 0 | -2 | -3 | 29
O=S(=O)(c1ccc(F)cc1)N1CCN(C(=S)NC2CCCC2)CC1 | 0 | -2 | -1 | 0.2 | -5 | -2 | 1 | 1 | -5 | 5
COc1ccc(S(=O)(=O)N(C)CC(=O)Nc2ccccc2C(F)(F)F)cc1Cl | · | -2 | 8 | -1.0 | -3 | -3 | 2 | -14 | -4 | 9
CCCCn1c(N)c(N(CC)C(=O)c2c(CC)noc2C)c(=O)[nH]c1=O | 0 | -5 | 0 | -0.2 | 1 | 3 | -12 | 3 | 0 | 2
Cc1cc(C)nc(NC(=O)Nc2ccccc2C(F)(F)F)n1 | 5 | 28 | 1 | -1.5 | -8 | 0 | 6 | -15 | 1 | 19
CCCNC(=O)COC(=O)CCC(=O)c1cccs1 | · | -14 | 19 | -4.0 | 3 | 0 | -2 | -16 | 7 | 8
Cc1cccc(C)c1NC(=S)N(c1ccccc1)C(C)C | -5 | -20 | 9 | 0.5 | 6 | -3 | -1 | -10 | 0 | 7
Cc1ccn(CC(=O)NC2CC(C)(C)Cc3c2cnn3-c2ccc(F)cc2)n1 (centres undefined) | -2 | 24 | 61 | -1.9 | 5 | 6 | 2 | -6 | 5 | -14
CN(Cc1ccccc1)C(=O)COC(=O)c1cc(-c2ccc(Cl)s2)nc2ccccc12 | 4 | 44 | · | -0.5 | -4 | 0 | -2 | -1 | 1 | -22
Cc1ccc(C(=O)CSc2ncn[nH]2)cc1 | · | 0 | 24 | 1.6 | -5 | -6 | 1 | -1 | -9 | 16
CCn1nnc2cc(C(=O)O)ccc21 | -1 | -25 | 1 | 1.3 | -7 | -2 | 4 | -7 | -2 | 7
CCN1c2ccccc2-c2nc3ccccc3n2C1c1cccs1 (centres undefined) | -12 | 32 | 0 | -0.6 | 7 | 2 | -6 | -12 | 4 | 14
Cc1c(Cl)cccc1NC(CC(=O)c1ccccc1)C(=O)OCC(=O)c1cccs1 (centres undefined) | 18 | 31 | -2 | -2.6 | -2 | 4 | 3 | -5 | -1 | 7
COC(=O)c1cccc(NC(=S)Nc2ccccc2Cl)c1 | 1 | 29 | 18 | 0.7 | -5 | -2 | -2 | -11 | 1 | -5
Cc1cc(N/C=C(\C#N)S(=O)(=O)c2ccccc2Cl)nc(C)n1 | -4 | -9 | · | 0.5 | 0 | 3 | -1 | 3 | -1 | 7
CCc1nc2ccc(C(=O)N3CCN(c4ccc(Cl)cc4)CC3)cc2nc1CC | 0 | 28 | -6 | -2.1 | -10 | -2 | 2 | -5 | 0 | 6
Cc1cc(C)nc(Nc2ccc(N3CCCC3)cc2)n1 | · | -6 | · | -0.5 | -4 | 0 | 27 | -12 | 0 | 11
c1ccc(-n2nc3ccccc3n2)cc1 | 2 | -26 | · | -1.7 | -3 | 15* | · | 9 | 3 | 12
C#CCNC(=O)C1=C[C@H](c2csc3ccccc23)[C@@H](CCCO)[C@H](OCC)O1 | 1 | 18 | 1 | 0.3 | -5 | -3 | · | -4 | 0 | 10
NC(=O)NC(=O)COC(=O)/C=C/c1cccs1 | 0 | -2 | 12 | 0.6 | 6 | 2 | 0 | -9 | 0 | 10
COCc1nnc(NC(=O)c2ccccc2[N+](=O)[O-])s1 | 1 | -12 | -11 | -1.3 | 4 | 8 | -1 | -8 | -1 | -26
COc1ccc(Cl)cc1C(=O)NNC(=S)NC(=O)/C=C/c1ccco1 | -3 | -12 | 1 | -1.4 | -2 | 3 | 1 | -16 | -1 | 9
CN1CCN(C(=O)c2cccc(NS(=O)(=O)c3ccc(Br)cc3)c2)CC1 | -2 | -18 | -5 | 0.7 | -4 | 2 | 6 | -11 | 0 | -6
Cc1cc(NC(=O)c2cccs2)ccc1NC(=O)Cc1ccccc1 | -7 | 22 | 4 | -0.5 | -7 | -2 | 1 | -1 | -4 | 5
Cc1cc(C)n(-c2ccn(Cc3ccc(Cl)cc3Cl)c(=O)n2)n1 | · | 40 | 4 | -8.0 | -6 | 3 | -3 | -20 | -3 | -15
COCCCN1C(=O)C(=O)/C(=C(/O)c2ccc(OC(C)C)cc2)C1c1ccncc1 (centres undefined) | 2 | 2 | -9 | -0.4 | -2 | 4 | 0 | 10 | 2 | -9
CCc1noc(C)c1C(=O)Nc1ccc(C(F)(F)F)cc1 | -1 | -19 | 10 | 0.8 | -6 | 1 | -1 | -11 | 1 | -8
Cc1cc(C)c2c(n1)nn1c(N3CCN(Cc4ccccc4)CC3)cc(C)nc21 | -7 | -9 | -3 | -0.4 | -3 | 4 | 2 | 9 | -3 | 18
Cc1cccc(N(CC(=O)N2CCN(c3ccc(F)cc3)CC2)S(C)(=O)=O)c1C | -3 | -5 | -3 | 0.8 | -10 | · | -1 | -16 | -1 | ·
N#CC1(P(=O)(c2ccccc2)c2ccccc2)CC1 | -2 | 7 | 3 | 1.2 | -1 | 0 | -2 | -8 | 0 | 18
Cc1onc(-c2c(F)cccc2Cl)c1C(=O)Nc1nnc(-c2ccccc2)s1 | 2 | 10 | · | 1.2 | -8 | 3 | -3 | 10 | · | -13
Cc1ccc(C(=O)NNC(=O)c2ccccc2-n2cccc2)cc1 | -1 | -10 | 4 | 1.3 | 7 | -1 | -2 | -3 | 0 | 0
Cc1nc(Nc2ccc(F)cc2)nc(Nc2ccc(F)cc2)c1[N+](=O)[O-] | -1 | · | -16 | -1.8 | ? | 3 | 3 | 2 | 1 | -28
CCOC(=O)N1CCN(C(=S)NC(=O)C2CCCC2)CC1 | 1 | · | 9 | 0.1 | 0 | 3 | · | -3 | -2 | 4
COc1ccc(C(=O)/C=C/Nc2ccc([N+](=O)[O-])cc2C)c(OC)c1 | -2 | -19 | 20 | -2.1 | -3 | 3 | 2 | -3 | -1 | -10
O=C(Nc1nccs1)c1ccc(Br)s1 | 20 | -5 | 71 | 1.4 | -10 | 5 | 0 | -6 | 2 | -25
Cc1ccc(OCCC(=O)NNC(=O)c2cc(C)oc2C)cc1 | 1 | 11 | 5 | -0.3 | 0 | -13 | 1 | -2 | 4 | 31
COc1cc(C(=O)Nc2ccccc2NC(=O)c2cc(OC)c(OC)c(OC)c2)cc(OC)c1OC | -4 | -7 | · | 0.8 | -2 | 0 | 0 | 8 | 0 | -1
O=S(=O)(NC(=NC1CCCCC1)c1ccccc1F)c1ccccc1 | 3 | -9 | -12 | -0.1 | -5 | -4 | 1 | -12 | 1 | 10
CN1CCN(C(=O)C2=C[C@H](C3CC3)C[C@H](OCc3ccc(CO)cc3)O2)CC1 | -2 | 3 | 19 | 0.5 | -8 | 1 | · | -13 | -3 | -3

Other entries follow.
SMILES | Wnt bcat act | SR-BI DiI inh | MITF act | CDK5 p35 inh | dFosB activator | HTR5A ag ctr | NSD2 inh | PvdQ inh | V-ATPase pH | HTR5A inv ag
Cc1cccc(C)c1OCC(=O)NNC(=O)CCNC(=O)c1ccco1 | -2 | -6 | 8 | -0.8 | 0 | -2 | 3 | -2 | -7 | -17
COc1cccc(NC(=O)C(Sc2nnc(Nc3ccccc3C)s2)c2ccccc2)c1 (centres undefined) | -1 | -11 | 7 | 0.2 | -10 | -4 | -1 | 7 | -6 | 1
COc1cc2c(cc1OC)CN(C(=O)c1ccc(S(=O)(=O)N(C)c3ccccc3)cc1)CC2 | -2 | 54&49 | -3 | 0.3 | 8 | 4 | 0 | 5&1 | 3 | -12
COc1cc(Cl)c(C)cc1NC(=O)Cc1cccs1 | -1 | 51 | 2 | 2.3 | 10 | 0 | -1 | -2 | 2 | 0
CCNS(=O)(=O)c1ccc(NC(=O)c2ccccc2OCC)cc1 | 0 | 64 | -16 | -2.4 | 2 | 5 | · | -14 | -1 | -22
